AGP1 TOR yeast: alters AGP1-GFP fluorescence in TOR pathway yeast screen; S. cerevisiae AGP1-GFP multiplex flow cytometry, 3 h; GFP as percent of DMSO wells; GFP response vs DMSO, % at 10 µM; actives 0.02% (n = 320,000); AID 2066;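 active = GFP response relative to DMSO above a set limit, near screen average plus 3 SD, cut at about 150% in these data; inconclusive = fewer than 70 cells counted for the yeast strain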;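 note: median GFP channel fluorescence of the gated AGP1 strain per well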
CIT2 TOR yeast: alters CIT2-GFP fluorescence in TOR pathway yeast screen; S. cerevisiae CIT2-GFP strain, flow cytometry, 3 h; 100 means same as DMSO wells; GFP response vs DMSO, % at 10 µM; actives 0.065% (n = 320,000); AID 2029;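 active = GFP response relative to DMSO above a set limit, near the screen mean plus 3 SD, cut at about 150% in these data; inconclusive = Fewer than 70 cells measured for a yeast strain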;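 note: ratio of well median GFP fluorescence to mean of DMSO wells on the plate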
RPL19A-GFP yeast: modulators of TOR pathway RPL19A-GFP in S. cerevisiae. actives 0.3% (n = 330,000). percent response vs DMSO, % at 10 µM. S. cerevisiae RPL19A-GFP strain, flow cytometry, 3 h; active compounds read low. AID 2025;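 active = percent response vs DMSO below 50%; inconclusive = fewer than 70 events counted for the yeast strain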;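 note: median channel GFP fluorescence of the barcoded RPL19A-GFP strain; ratio of sample median GFP to plate DMSO average so 100% = DMSO; lower means less RPL19A-GFP as with rapamycin TOR inhibition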
MEP2 TOR yeast: modulators of TOR pathway MEP2-GFP in S. cerevisiae. S. cerevisiae MEP2-GFP strain, flow cytometry GFP, 3 h; 100% = DMSO control level. GFP response vs DMSO, % at 10 µM. actives 0.51% (n = 330,000);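 active = GFP response versus DMSO above a set limit, roughly screen mean plus 3 SD, cut at about 180% in these data; inconclusive = fewer than 70 cells counted for a yeast strain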;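 note: median GFP fluorescence of the barcode-gated MEP2-GFP cells per well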
CR mimetic SO: yeast age-related superoxide inhibition as caloric restriction mimetic | actives 0.18% (n = 330,000) | AID 2690 | S. cerevisiae aged cells, superoxide DHE fluorescence; active compounds read low | superoxide response (% of plate mean), % at 10 µM;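 active = superoxide response under a set limit, about three screen SD below normal, cut at about 65% in these data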;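 note: yeast aged for seven days with compound at 30 °C before DHE staining; 100% = average MFI of all compound-treated wells on the plate with controls excluded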
LAP4 TOR yeast: modulators of TOR pathway LAP4-GFP in S. cerevisiae. S. cerevisiae LAP4-GFP multiplex, flow cytometry GFP, 3 h; median GFP as percent of DMSO wells. GFP response vs DMSO, % at 10 µM. actives 0.34% (n = 320,000). AID 2023;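 active = GFP response vs DMSO above a set limit, about the screen mean plus 3 SD, cut at about 150% in these data; inconclusive = under 70 cell events counted for the yeast strain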
VLA-4 inh: inhibition in a human VLA-4 binding assay. inhibition, % (about 7 µM as worked out from the volumes in the protocol). actives 0.2% (n = 330,000). AID 2557. VLA-4 expressing cells, ligand binding flow cytometry; in the data active = inhibition above about 50%
GRK2 inh: inhibitors of human GRK2 displacing RNA aptamer | inhibition of aptamer binding, % at 10 µM | AID 488847 | actives 0.59% (n = 330,000) | P25098 | bead flow cytometry, FAM-aptamer displacement from GRK2;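 active = inhibition of aptamer binding above 40%, roughly 3 SD of noise, on plates passing a quality check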;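 note: median bead fluorescence of bound FAM aptamer so fluorescent compounds give negative values; no value below 0 was filed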
Target sequence (P25098 whole entry, looked up): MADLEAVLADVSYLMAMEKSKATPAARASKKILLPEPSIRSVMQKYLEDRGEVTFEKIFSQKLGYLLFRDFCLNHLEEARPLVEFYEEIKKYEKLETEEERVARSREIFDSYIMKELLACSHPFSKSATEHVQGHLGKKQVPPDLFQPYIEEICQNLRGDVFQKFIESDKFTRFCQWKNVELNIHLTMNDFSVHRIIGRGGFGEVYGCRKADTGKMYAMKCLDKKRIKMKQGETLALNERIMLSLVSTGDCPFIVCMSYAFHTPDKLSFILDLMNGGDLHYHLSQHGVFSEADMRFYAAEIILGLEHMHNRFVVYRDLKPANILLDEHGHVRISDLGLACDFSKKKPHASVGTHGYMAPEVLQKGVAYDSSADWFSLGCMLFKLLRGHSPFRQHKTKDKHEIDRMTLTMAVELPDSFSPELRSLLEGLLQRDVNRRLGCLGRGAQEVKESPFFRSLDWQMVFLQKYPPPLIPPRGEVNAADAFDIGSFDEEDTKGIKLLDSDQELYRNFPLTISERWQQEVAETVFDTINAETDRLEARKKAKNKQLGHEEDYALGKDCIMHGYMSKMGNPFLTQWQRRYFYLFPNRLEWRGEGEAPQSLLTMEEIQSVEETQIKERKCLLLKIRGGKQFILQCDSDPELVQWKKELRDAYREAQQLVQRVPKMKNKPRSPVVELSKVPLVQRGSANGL
An asterisk follows results filed as active; ? = inconclusive; / = no result given; [ ] = another dose, or the depositor's remark.

compound	AGP1 TOR yeast	CIT2 TOR yeast	RPL19A-GFP yeast	MEP2 TOR yeast	CR mimetic SO	LAP4 TOR yeast	VLA-4 inh	GRK2 inh
Cc1nc2sc(C(c3cccs3)N3CCOCC3)c(O)n2n1 (stereo unspecified)	92	98	92	96	112	98	15	0
CN(C)c1ncc(S(=O)(=O)c2ccccc2)c(=O)[nH]1	109	107	106	106	101	91	6	5
O=C(O)/C=C/C(=O)N1CCN(Cc2ccc3c(c2)OCO3)CC1	76[may fluoresce red]	109[may fluoresce red]	?	83[may fluoresce red]	90	72[may fluoresce red]	0	0
N#C/C(=C\c1cccs1)C(=O)N1CCOCC1	102	104	99	100	107	108	4	2
CCCc1nnc(NS(=O)(=O)c2ccc(OC)cc2)s1	101	102	98	95	112	97	-6	0
Cc1nc(CNS(=O)(=O)c2cc(C)c(C)cc2C)cs1	105	102	98	99	109	104	9	0
Cc1cccc(NC(=O)c2ccccc2C(=O)Nc2cccc(C)c2)c1	104	94	99	92	87	106	11	0
O=C(CSc1nc(-c2ccccc2)cc(=O)[nH]1)Nc1ccccn1	104	94	101	95	78	89	11	2
CC(=O)Nc1cccc(-c2csc(NCc3ccco3)n2)c1	88	84	91	88	102	/	-4	1
CCc1cc(C(=O)NN2C(=O)NC3(CCCCC3)C2=O)sc1C	98	92	97	107	84	130	-3	3
O=C(Nc1ccccc1)/C(=C\c1ccccc1)NC(=O)c1ccco1	110	109	98	98	92	108	-9	2
Cc1ccc(SCc2cn3cccnc3n2)cc1	98	92	94	100	86	102	2	0
Fc1cccc(NC(=S)N2CCc3ccccc32)c1	81	86	105	95	92	89	-6	0
CC(=O)N/C(=C/c1cccnc1)C(=O)Nc1ccc(Cl)cc1	91	119	105	90	94	99	-2	2
O=C(NC1CCCCC1)c1cccc(COCC(F)(F)F)c1	95	92	100	98	99	96	7	0
Cc1cc(NC(=O)CCC(=O)N(CC(=O)NC2CCCC2)c2ccc(F)cc2)no1	103	107	100	101	91	101	3	1
N#Cc1cc(Br)ccc1N=C1CCCN1c1ccccc1	84	82	94	88	110	82	6	0
Cc1[nH]c2ccccc2c1C(=O)CN1CC(C)OC(C)C1 (stereo unspecified)	98	98	98	104	102	106	-10	0
CCC(C)C(=O)Nc1nc(-c2ccc3c(c2)NC(=O)CO3)cs1 (stereo unspecified)	99	100	96	95	101	93	4	0
Cc1cccc(C)c1OC(=O)CN(c1ccc(Cl)cc1)S(C)(=O)=O	95	98	95	106	108	100	7	0
COc1ccccc1OCCNC(=O)C1CC(=O)N(Cc2ccc(C)cc2)C1 (stereo unspecified)	100	97	91	97	100	97	7	1
Cc1cc(C(=O)N2CCOCC2)ccc1[N+](=O)[O-]	108	111	101	108	93	101	10	1
COC(=O)N/N=C/c1ccc(-c2ccccc2Cl)o1	85	84	95	95	101	109	28	0
Cc1ccc(C)c(N(CC(=O)NC2CCCCC2)C(=O)CNC(=O)c2ccco2)c1	99	98	96	82	99	94	11	0
FC(F)(F)c1nnc(-c2ccccc2)nc1Oc1ccccc1	109	87	99	94	100	82	23	1

Following part
compound	AGP1 TOR yeast	CIT2 TOR yeast	RPL19A-GFP yeast	MEP2 TOR yeast	CR mimetic SO	LAP4 TOR yeast	VLA-4 inh	GRK2 inh
O=C(Nc1ccccc1C(F)(F)F)c1cc2ncc(CCCl)cn2n1	107	94	95	108	123	122	13	1
O=S(=O)(c1cccc(NC(=S)NCc2ccco2)c1)N1CCOCC1	93	94	100	96	101	89	13	0
CC1CCN(CCCn2c(SCC(=O)NC3CCCC3)nc3ccccc3c2=O)CC1	99	101	96	103	108	96	-3	0
Cc1ccc([C@@H]2CC=C(C(=O)O)[C@H](c3ccccc3F)N2S(=O)(=O)c2ccc(C)cc2)cc1	88	109	103	92	94	146	15	5
O=C1OCCC1Sc1ncnc2sccc12 (stereo unspecified)	99	88	94	92	108	94	-7	0
COc1ccc(-n2ncc3c2CC(C)(C)CC3NC(=O)c2ccoc2C)cc1 (stereo unspecified)	101	96	98	100	92	104	-2	2
CCOc1ccccc1N1CCN(C(=O)c2ccc(NS(=O)(=O)c3ccc4[nH]c(=O)[nH]c4c3)cc2)CC1	104	100	98	100	107	101	-2	3
COc1ccc(-c2nc(=S)c3c([nH]2)Oc2ccc(C)cc2C3)cc1O	96	102	101	100	116	93	-7	1
CNC(=S)N1N=C(c2ccccc2)CC1c1ccc(Br)cc1 (stereo unspecified)	100	110	100	104	97	85	10	2
COC(=O)[C@]1(Cc2ccccc2)N[C@H](CN(C)C(=O)c2ccc(C)cc2)[C@@H]2C(=O)N(C)C(=O)[C@@H]21	108	93	104	102	102	110	-9	3
CCC1=C(OC(=O)N(CC)CC)N2C(=O)OC(=NCc3ccccc3)[C@]2(C)[C@H]2C1=CC[C@H]1C(=O)N(c3ccccc3)C(=O)[C@H]12	86	70	97	89	91	105	1	2
O=C(COc1cccc2ccccc12)N/N=C/c1ccccc1OCc1ccc(C(=O)O)cc1	100	103	94	98	103	98	6	0
C(=C\c1nc(N2CCCCCC2)c2ccccc2n1)/c1ccccc1	95	99	101	100	110	87	11	1
Cc1ccccc1N1CC2=C(C1=O)C(c1ccccc1)NC(=O)N2C (stereo unspecified)	105	100	97	109	99	105	0	0
CCOC(=O)C1CCN(C(=O)c2ccc(N(C)S(=O)(=O)c3ccc(OC)cc3)cc2)CC1	98	93	91	96	98	96	-3	2
Cc1cccc(CN2CCN(C(=O)c3cccc4ccccc34)CC2)c1	104	107	106	109	97	97	-8	3
CS(=O)(=O)c1ccc(NCC2CCCO2)c([N+](=O)[O-])c1 (stereo unspecified)	98	107	103	100	94	96	6	0
CCOC(=O)c1oc2ccccc2c1CN1CCN(C)CC1	111	111	109	128	102	120	10	4
C=CCNc1nnnc2c1sc1nc(N3CCOCC3)c3c(c12)CCCC3	109	101	100	103	105	118	-7	0
COc1ccc(C)c2sc(N(CCN(C)C)C(=O)c3cccc(N4C(=O)CCC4=O)c3)nc12	109	100	97	101	94	112	10	0
CC(=O)c1ccc(NC(=O)c2cnn3ccccc23)cc1	99	104	104	102	98	97	-9	0
O=c1oc2ccccc2c2c1ncn2CCN1CCOCC1	102	97	100	101	103	101	13	2
CC(C)(C)c1ccc(S(=O)(=O)N2CCN(C3CCCC3)CC2)cc1	96	99	97	103	103	99	13	2
CCCCOC(=O)/C(=C/C=C/c1ccccc1)NC(=O)c1ccccc1	97	98	93	86	103	91	9	0
COc1ccc2c(c1)CCc1c(C(=O)Nc3c(C)n(C)n(-c4ccccc4)c3=O)noc1-2	93	87	92	93	118	99	11	2

(further entries)
compound	AGP1 TOR yeast	CIT2 TOR yeast	RPL19A-GFP yeast	MEP2 TOR yeast	CR mimetic SO	LAP4 TOR yeast	VLA-4 inh	GRK2 inh
CCOC(=O)N1CCN(C(=O)c2ccc3c(c2)N(CC)CCS3)CC1	104	107	100	101	99	103	0	3
Cn1c(=O)c2c(nc(Br)n2Cc2ccccc2Cl)n(C)c1=O	102	95	102	104	103	98	20	1
COc1ccccc1NC(=O)Nc1nnc(CC(=O)Nc2cccc(C)c2)s1	101	103	102	95	103	93	1	4
CS(=O)(=O)Nc1cccc(C2=NN(C(=O)CCC(=O)O)C(c3cccs3)C2)c1 (stereo unspecified)	97	97	97	96	103	92	4	0
COc1ccc(C2CC(c3cccs3)=NN2c2ccccc2)cc1 (stereo unspecified)	25[may fluoresce violet]	?	75[may fluoresce violet]	166[may fluoresce violet]	99	96[may fluoresce violet]	5	0
COc1ccccc1C(=O)NNC(=O)c1cccc([N+](=O)[O-])c1	96	95	94	103	125	92	-2	6
COc1cccc(NC(=O)NNC(=O)COc2ccc3ccccc3c2)c1	101	104	120	106	96	87	10	1
COc1ccc(CN(C(=O)c2ccco2)c2ccc(Br)cc2)cc1OC	/	94	93	100	108	101	4	0
O=C(COc1cccc(C(F)(F)F)c1)NNC(=O)Cc1ccc(S(=O)(=O)N2CCOCC2)s1	100	100	95	100	95	104	-18	4
O=S(=O)(Nc1cccc(-n2cnnn2)c1)c1cccc(Cl)c1	100	103	101	110	80	101	7	1
Cc1cccn2c(=O)c3cc(C(=O)NCc4cccnc4)c(=N)n(C(C)C)c3nc12	?	?	?	?	98	?	7	1
O=C(OCC(=O)N1CCc2ccccc21)c1cccc(S(=O)(=O)N2CCCc3ccccc32)c1	94	99	97	100	94	91	3	0
CSc1ccccc1NC(=O)CSc1nnc(Cc2ccccc2)o1	100	94	96	96	83	98	-17	3
CCOC(=O)c1c(CCl)nc2ccccc2c1C	107	98	101	112	89	114	2	0
Cc1cccc(NC(=O)/C(C#N)=C\c2cccnc2)c1	95	91	87	92	83	146	3	1
O=C1C2C3C=CC(C3)C2C(=O)N1c1ccc2ccccc2c1 (stereo unspecified)	98	101	97	89	112	85	-4	0
Fc1ccccc1Cc1noc(CN2CCC(OCc3cccnc3)CC2)n1	105	98	95	98	98	102	8	0
Cc1cc(C)cc(C(=O)N2CCN(Cc3ccc4c(c3)OCO4)CC2)c1	103	108	106	109	97	90	2	0
COc1ccc(C(=O)Oc2cc(/C=N/NS(=O)(=O)c3ccccc3)ccc2OC)cc1	101	102	99	100	103	99	-3	4
CCC(=O)Oc1ccc(/C(CC)=C(\CC)c2ccc(OC(=O)CC)cc2)cc1	88	78	95	93	102	118	12	0
COCCN(C(=O)CCc1ccc(OC)cc1)c1nnc(-c2ccncc2)s1	94	94	93	100	91	103	-4	1
O=C(NCc1ccncc1)c1cccc(NS(=O)(=O)c2ccc(F)c(F)c2)c1	98	107	106	108	70	107	-16	0
CCCOc1ccc(C2/C(=C(/O)c3ccc(F)cc3)C(=O)C(=O)N2CCCN(C)C)cc1 (stereo unspecified)	99	/	105	98	106	89	-2	0
COCCOc1ccc(C(F)(F)F)cc1Nc1nc2ccccc2o1	90	79	93	96	110	92	9	5
CNc1ccccc(C(=O)/C=C/c2ccccc2OC)c1=O	98	99	101	100	118	96	16	2

More compounds
compound	AGP1 TOR yeast	CIT2 TOR yeast	RPL19A-GFP yeast	MEP2 TOR yeast	CR mimetic SO	LAP4 TOR yeast	VLA-4 inh	GRK2 inh
CCN1CCN(C(=O)c2ccccc2N(Cc2ccccc2)S(=O)(=O)c2ccc(OC)cc2)CC1	105	99	96	97	102	105	16	0
Cc1ccc(NC(=S)N(CCN(C)C)C(C)c2cccnc2)cc1 (stereo unspecified)	92	104	98	113	105	101	9	0
CCN(Cc1ccccc1)C(=O)c1cccnc1	76	80	102	103	101	91	-2	1
COC(=O)c1cc2occc2n1Cc1nc(-c2cccc(Cl)c2)oc1C	100	100	101	102	110	101	-7	0
CC(C)[C@H](NC(=O)c1cccc(S(=O)(=O)N2CCOCC2)c1)C(=O)Nc1nc2ccccc2s1	104	108	103	100	95	104	25	2
Cc1cc(C)c2nc(C(F)(F)F)nc(N3CCN(C(=O)c4ccco4)CC3)c2c1	95	87	97	99	139	96	1	0
CCOC(=O)C1CCCN(C(=O)c2cc(CN3C(=O)c4ccccc4C3=O)ccc2OC)C1 (stereo unspecified)	92	85	90	93	91	92	8	1
O=C(NCc1ccccc1CN1CCCC1)c1cccc(S(=O)(=O)N2CCOCC2)c1	95	89	94	97	118	99	-8	0
